Screening data (PubChem BioAssay)
CHRM4 antagonist: human M4 muscarinic receptor antagonists, primary screen, CHO cells, Fluo-8 calcium fluorescence | 360,000 compounds, 0.73% hits | AID 624125, 2012 | inhibition, % at 3 µM | CHO-hM4 cells, ACh EC80 | Muscarinic acetylcholine receptor M4 (Homo sapiens), P08173;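 active means inhibition above its plate's cutoff, the mean inhibition of sample wells plus 3 SD, cut at about 27% in these data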;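 further: 0% = acetylcholine EC80 with DMSO and 100% = DMSO without agonist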
CHRM5 agonist: human M5 muscarinic receptor agonists, primary screen, CHO-K1 cells, Fluo-8 calcium fluorescence | CHO-K1 hM5 cells; 0% DMSO wells, 100% maximal acetylcholine response | activation, % at 3 µM | AID 624037, 2012 | Muscarinic acetylcholine receptor M5 (Homo sapiens), P08912 | 360,000 compounds, 0.19% hits;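 active means activation above the run's mean over test compounds plus 3 SD, cut at about 23% in these data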;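 further: signal is peak over basal fluorescence ratio across the kinetic read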
Target sequence (P08912 whole entry, looked up): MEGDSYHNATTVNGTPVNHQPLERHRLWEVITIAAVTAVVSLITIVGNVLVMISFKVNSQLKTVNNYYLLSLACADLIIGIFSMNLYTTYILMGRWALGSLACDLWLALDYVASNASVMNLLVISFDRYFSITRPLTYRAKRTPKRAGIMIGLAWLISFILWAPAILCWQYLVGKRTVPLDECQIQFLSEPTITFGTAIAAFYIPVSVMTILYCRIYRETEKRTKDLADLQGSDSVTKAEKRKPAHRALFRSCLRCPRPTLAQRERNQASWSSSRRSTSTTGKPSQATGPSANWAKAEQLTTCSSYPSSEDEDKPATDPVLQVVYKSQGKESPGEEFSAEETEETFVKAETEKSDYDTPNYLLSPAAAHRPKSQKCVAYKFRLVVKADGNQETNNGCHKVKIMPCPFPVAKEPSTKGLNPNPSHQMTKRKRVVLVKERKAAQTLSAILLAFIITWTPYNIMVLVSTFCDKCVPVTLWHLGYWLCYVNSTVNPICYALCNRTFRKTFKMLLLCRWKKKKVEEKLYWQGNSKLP
CHRM5 PAM: human M5 muscarinic receptor positive allosteric modulators, primary screen, CHO-K1 cells, Fluo-8 calcium fluorescence. Muscarinic acetylcholine receptor M5 (Homo sapiens), P08912. 360,000 compounds, 0.3% hits. CHO-K1 hM5, ACh EC20 PAM; 0% = ACh EC20, 100% = ACh EC100. activation, % at 3 µM. AID 624038, 2012;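 active means activation above the run cutoff, the mean activation of all test compounds plus 3 SD, cut at about 18% in these data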
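system = human M5 receptor in CHO-K1 cells | reagent = EC20 acetylcholine as agonist stimulus | compound dosing = single-point, 3 µM nominal | incubation = Fluo-8 loading 80 min at 37 °C plus 30 min room temperature | detection = Fluo-8 calcium dye fluorescence, kinetic read | benchmarks = low control EC20 acetylcholine (0%), high control EC100 acetylcholine (100%)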
CRFBP-R2 agonist: agonists of CRF-BP/CRF-R2 complex, primary screen, cell-based, HEK293, calcium dye fluorescence, uHTS | CRF-binding protein / CRF receptor 2 complex (human) | calcium dye fluorescence (FLIPR); percent of saturating CRF peptide response | activation, % at 13.2 µM | 350,000 compounds, 0.46% hits | AID 588473, 2011;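 active means activation of at least 50%, plus an integration ratio under a set limit after plate pattern correction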;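 further: plate controls were neutral control wells without compound for no effect and CRF at EC100 for full effect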
CHRM1 PAM: human M1 muscarinic receptor positive allosteric modulators, primary screen, CHO-K1 cells, Fluo-8 calcium fluorescence, 1536-well | activation, % at 3 µM | CHO-K1 hM1, ACh EC20; 0% = ACh EC20, 100% = maximal ACh | 360,000 compounds, 0.088% hits | AID 588819, 2011; in the data active means activation above about 19%, passing the limit was not always enough
Target sequence (P11229 whole entry, looked up): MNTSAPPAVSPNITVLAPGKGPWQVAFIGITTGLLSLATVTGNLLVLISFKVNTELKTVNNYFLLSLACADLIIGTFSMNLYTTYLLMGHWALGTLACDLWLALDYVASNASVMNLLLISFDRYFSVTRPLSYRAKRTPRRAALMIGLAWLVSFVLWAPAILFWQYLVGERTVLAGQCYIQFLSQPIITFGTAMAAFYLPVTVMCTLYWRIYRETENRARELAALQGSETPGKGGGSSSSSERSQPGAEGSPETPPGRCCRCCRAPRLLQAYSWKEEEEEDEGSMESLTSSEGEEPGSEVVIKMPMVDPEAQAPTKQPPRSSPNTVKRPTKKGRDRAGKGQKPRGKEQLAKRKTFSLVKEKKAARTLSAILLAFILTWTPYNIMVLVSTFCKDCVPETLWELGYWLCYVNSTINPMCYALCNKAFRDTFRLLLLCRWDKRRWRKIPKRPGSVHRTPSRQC
M4 ag: human M4 muscarinic receptor agonists, primary screen, CHO-K1 cells, Fluo-8 calcium fluorescence. 360,000 compounds, 0.14% hits. activation, % at 3 µM. CHO-K1 hM4/Gqi5; vehicle 0%, full acetylcholine response 100%;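 active means activation above the run mean over all test wells plus 3 SD, cut at about 32% in these data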;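 further: peak over basal fluorescence ratio per well then scaled between controls; 0% = DMSO wells and 100% = acetylcholine at EC100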
CRFBP-R2 block: antagonists of CRF-BP/CRF-R2 complex, primary screen, cell-based, HEK293, calcium dye fluorescence, uHTS. CRF-induced calcium fluorescence. inhibition, % at 11.8 µM. 350,000 compounds, 0.59% hits. AID 588475, 2011;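 active means inhibition of the ligand-induced calcium signal above about 50% at the single tested concentration, limit read from the data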
CHRM5 antagonist: human M5 muscarinic receptor antagonists, primary screen, CHO cells, Fluo-8 calcium fluorescence. inhibition, % at 3 µM. CHO-hM5 cells, ACh EC80. Muscarinic acetylcholine receptor M5 (Homo sapiens), P08912. 360,000 compounds, 0.59% hits;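 active means inhibition above a per-plate cutoff, the mean of that plate's test compounds plus 3 SD, cut at about 27% in these data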;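 further: 0% = acetylcholine EC80 with DMSO and 100% = DMSO without agonist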
M4 PAM: human M4 muscarinic receptor positive allosteric modulators, primary screen, CHO-K1 cells, Fluo-8 calcium fluorescence; activation, % at 3 µM; CHO-K1 hM4/Gqi5, ACh EC20; 0% = ACh EC20, 100% = maximal ACh; 360,000 compounds, 0.4% hits; Muscarinic acetylcholine receptor M4 (Homo sapiens), P08173;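 active means activation above its plate's cutoff, the mean activation of sample wells plus 3 SD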; further: some results filed as inactive read as strong as hits
Starred values were filed as active, the others as inactive; x = not tested or not shown. The order is random; overall some 2.6% were active at least once.

SMILES	CHRM4 antagonist	CHRM5 agonist	CHRM5 PAM	CRFBP-R2 agonist	CHRM1 PAM	M4 ag	CRFBP-R2 block	CHRM5 antagonist	M4 PAM
CCCNC(=O)N(C)C[C@@H]1Oc2ncc(-c3ccncc3)cc2C(=O)N([C@H](C)CO)C[C@@H]1C	-3	1	1	3.0	4	1	-7	-6	-3
CN(C)C(=O)c1ccc(NC(=O)CC2SC(N3CCCC3)=NC2=O)cc1 (configuration not stated)	-3	-4	-1	1.5	14	0	-10	5	2
Nc1cc(=O)[nH]c(SCc2ccccc2Cl)n1	16	2	-6	0.7	-2	2	8	8	-8
COc1cc2c(cc1OC)C(C)N(C(=O)CCN1C(=O)C3C4C=CC(C4)C3C1=O)CC2 (configuration not stated)	-2	0	-6	0.9	13	1	-6	14	-1
Cc1cccc(OCCNc2cc(N3CCOCC3)ccc2[N+](=O)[O-])c1	-1	2	-2	1.4	-4	1	-27	-10	4
FC(F)(F)c1ccccc1-c1nc(-c2ccncc2)no1	4	0	-4	-0.7	-2	1	57*	2	-6
CCOC(=O)C1=NOC(CN(c2ccccc2)S(=O)(=O)c2ccc(Cl)cc2)C1 (configuration not stated)	2	-4	0	0.2	13	0	-62	2	-3
CC(C)C(C)NC(=O)COc1ccc(OCc2ccccc2)cc1 (configuration not stated)	-8	2	-6	0.4	-5	7	-6	12	-8
O=C(/C=C/c1ccc(Cl)cc1Cl)Nc1cccc(S(=O)(=O)NC2=NCCC2)c1	7	-2	5	-1.4	6	3	-3	5	1
COc1ccc(-n2ncc3c2CC(C)(C)CC3NC(=O)CCn2cncn2)cc1 (configuration not stated)	-1	-2	4	-0.3	3	1	-10	-4	-4
COC(=O)c1ccc2c(=O)[nH]c(COC(=O)c3[nH]c(C)c(C(C)=O)c3C)nc2c1	-7	3	13	-2.9	-4	2	-5	9	4
c1ccc(-c2nc(C3CCCCC3)c3ccccc3n2)cc1	-14	-3	18	4.7	4	0	-4	-1	7
Nc1c2c(nn1-c1ccc(C(=O)O)cc1)CNC2	2	-3	-3	0.1	6	2	6	6	0
CCN(CC)c1ccc(S(=O)(=O)N2CCOCC2)cc1NC(=O)CN1CCN(Cc2ccccc2)CC1	3	-6	-10	0.5	-13	5	10	9	-33
O=C(NC1CCCC1)C(c1cccs1)N(C(=O)c1ccco1)c1ccc2c(c1)OCCO2 (configuration not stated)	-13	3	-1	0.3	7	3	-13	-9	9
O=c1c2ccccc2nc(-c2ccc([N+](=O)[O-])cc2)n1O	-5	-4	-2	30	13	1	31	6	10
Cc1[nH]n(-c2ccccc2)c(=O)c1N=Nc1nccs1	-1	1	2	37	4	1	31	0	-4
CCN(CC)CCN1C(=O)c2ccccc2NC1c1ccc(F)cc1 (configuration not stated)	3	-8	3	-2.7	-2	0	-18	-8	-7
CN(C)CCCNS(=O)(=O)c1ccc(-n2nnc3ccccc32)c([N+](=O)[O-])c1	4	-5	-4	-1.3	4	3	-4	9	0
COC(=O)COc1ccc2cc(-c3ccc(OC)cc3)c(=O)oc2c1	0	4	6	-0.3	1	0	3	-1	-2

One compound at a time, as listed above. Order of screens: CHRM4 antagonist, CHRM5 agonist, CHRM5 PAM, CRFBP-R2 agonist, CHRM1 PAM, M4 ag, CRFBP-R2 block, CHRM5 antagonist, M4 PAM
Results for COC(=O)COc1ccc2cc(-c3ccc(OC)cc3)c(=O)oc2c1 → 0, 4, 6, -0.3, 1, 0, 3, -1, -2
Results for CCN(CC)CCN1C(=O)c2ccccc2NC1c1ccc(F)cc1 (configuration not stated) → 3, -8, 3, -2.7, -2, 0, -18, -8, -7
Results for O=c1c2ccccc2nc(-c2ccc([N+](=O)[O-])cc2)n1O → -5, -4, -2, 30, 13, 1, 31, 6, 10
Results for Nc1c2c(nn1-c1ccc(C(=O)O)cc1)CNC2 → 2, -3, -3, 0.1, 6, 2, 6, 6, 0

The listing continues:
SMILES	CHRM4 antagonist	CHRM5 agonist	CHRM5 PAM	CRFBP-R2 agonist	CHRM1 PAM	M4 ag	CRFBP-R2 block	CHRM5 antagonist	M4 PAM
Cc1cc(=O)oc2c(C)c(OCC(=O)N(C)C)ccc12	-2	-3	0	-1.6	4	0	8	0	13
COC(=O)Cc1ccc(NC(=S)NCC(C)C)cc1	-4	-1	-4	-0.1	5	2	-4	7	13
S=c1[nH]nc(COc2ccccc2)n1/N=C/c1c(Cl)cccc1Cl	-3	-2	-6	-3.1	2	0	6	15	-7
COc1ccc(C2=NS(=O)(=O)N(C)C(C(=O)N3CCN(C)CC3)=C2)cc1	-2	2	-2	-6.8	3	3	4	4	1
Cc1ccccc1Nc1nc(N)nc(COC(=O)c2cccc(S(=O)(=O)NCc3ccccc3)c2)n1	1	7	-13	1.1	-6	17	-21	22	-9
O=[N+]([O-])c1ccc(-c2nc(Nc3ccc(O)cc3)c3ccccc3n2)cc1	4	-1	-10	2.1	-1	14	-5	18	-4
N#CC1(NC(=O)CN2C(=O)NC(Cc3c[nH]c4ccccc34)C2=O)CCCCC1 (configuration not stated)	-8	-2	7	1.3	6	0	-2	6	8
COc1ccc(Nc2nc(Cl)nc(Nc3ccc(OC)cc3)n2)cc1	3	-4	-6	-0.6	3	4	2	-3	-9
O=C(O)c1cc(-c2cccnc2)nc2ccccc12	11	0	3	-1.6	11	0	15	-4	5
CC(C)(C)C(O)CN1CCCC1 (configuration not stated)	-6	5	3	0.2	-2	1	6	6	11
CCOC1=C/C(=C/c2c(N)n3nc(CC(=O)N4CCCC4)sc3nc2=O)C=CC1=O	4	1	3	21	3	2	-43	-1	1
Cc1cc(C)c(NC(=O)CN(C)C(=O)C2CC(=O)N(c3cccc4ccccc34)C2)c(C)c1 (configuration not stated)	7	0	3	-0.9	4	2	12	11	9
CC1Sc2ccc(S(=O)(=O)CCC(=O)Nc3cc(F)ccc3F)cc2NC1=O (configuration not stated)	0	-3	-4	1.3	-1	10	-26	3	-1
CCCN1C2=NCCN2c2cc(C)c(C)cc21	5	-2	2	-2.2	-3	0	9	-6	3
Cc1ccc(NC(=O)COc2ccccc2CNC(C)(C)CC(C)(C)C)cc1	20	12	0	6.6	-8	20	-35	3	-16
O=C(O)c1ccc(NC(=O)C2C3CCC(O3)C2C(=O)O)cc1 (configuration not stated)	-2	1	-7	-2.3	7	1	-10	6	2
O=C(Cn1ncc2c3ccccc3n(Cc3ccc(F)cc3)c2c1=O)N1CCN(c2ncccn2)CC1	-9	-11	-17	0.8	1	4	2	-1	-6
CCS(=O)(=O)N1CCCC(C(=O)NCc2ccc3c(c2)OCO3)C1 (configuration not stated)	7	-2	7	-1.1	16	0	0	-3	-3
CC1(C)C=C(c2ccc(C=O)s2)CC(C)(C)N1	3	-3	14	0.2	4	0	20	-4	-1
CCN1CCCC1CNS(=O)(=O)c1cc(Br)cc2c1N(C(=O)C1CC1)CC2 (configuration not stated)	11	-3	0	0.9	-1	0	-3	0	-11
O=C(COc1ccccc1Br)NCc1ccco1	2	-3	7	1.1	5	0	5	-10	20
Cc1cccc(-n2ncc3c(=O)[nH]c(SCC(=O)N4CC(=O)Nc5ccccc54)nc32)c1	3	-1	1	-0.8	9	0	-3	6	3
CC(=O)Oc1ccc(CN2C(=O)C(CCc3ccccc3)ON=C2c2cnccn2)cc1 (configuration not stated)	2	3	-1	x	-2	13	x	2	1
CN(C)c1ccc(NC(=O)CSc2n[nH]c(-c3ccncc3)n2)cc1	10	0	0	1.3	9	0	-1	12	8
COc1cccc(CN2CCN(C3CSCCSC3)CC2CCO)c1 (configuration not stated)	-11	-10	-2	-1.1	3	3	-11	8	-2
Cc1cc(C(=O)Nc2c(C)cccc2C)n(-c2ccccc2)n1	-7	1	-2	5.4	0	1	-3	-3	6
CC(=O)c1ccc(NS(=O)(=O)c2cccc(C)c2)cc1	-3	-5	2	-3.0	2	0	10	4	5
CN(CCO)c1nc2c(c(=O)n(Cc3ccc(Cl)cc3)c(=O)n2C)n1C	1	0	-6	-0.3	-2	3	-6	12	-1
O=C(c1cccc(C(F)(F)F)c1)C1CCCN(C(=O)c2cc(C3CC3)[nH]n2)C1 (configuration not stated)	1	1	-4	-1.0	-3	8	-5	4	-4
COc1ccc(C2=NN(C(=O)CSc3nnc(C)n3C)C(c3ccco3)C2)cc1 (configuration not stated)	-6	-4	-9	-0.7	5	0	1	-11	9
Cc1ccccc1OCC(=O)NNC(=O)CCN1C(=O)c2ccccc2C1=O	-1	-5	-1	-1.2	-2	1	10	0	7
Cc1noc(C)c1S(=O)(=O)N(C)C[C@H]1Oc2ccc(NS(=O)(=O)c3ccc(F)cc3)cc2C(=O)N([C@H](C)CO)C[C@@H]1C	-7	0	0	4.6	9	0	13	-9	0
COc1cc2nc(NC(=O)c3ccco3)sc(=O)c2cc1OC	-4	-1	-7	-0.3	3	7	11	8	-1
COC(=O)C[C@H]1N(S(=O)(=O)c2ccc(C)cc2)C(C(C)C)CC1(C(=O)OC)C(=O)OC (some centres not stated)	-10	0	-4	x	x	12	x	0	-1
CC(=O)c1ccc2c(c1)OCCOCCOc1ccccc1OCCOCCO2	-5	3	1	0.2	-1	5	-9	-1	-9
O=C(Nc1ccc2c(c1)OCO2)[C@@H]1CCCN1S(=O)(=O)c1cccc2cccnc12	5	2	-2	-1.8	2	1	8	9	0
CCc1ccc(NS(=O)(=O)c2cc3[nH]c(=O)c(=O)[nH]c3cc2C)cc1	-4	-2	-1	0.8	8	0	-10	3	4
COc1ccc(C(=O)COC(=O)c2cc([N+](=O)[O-])ccc2N2CCOCC2)c(OC)c1	-22	-4	-2	0.3	9	5	-6	3	3
N#CCC(=O)Nc1ccc(C(=O)NNC(=O)c2ccccc2-n2cccc2)cc1	-8	3	8	2.3	10	1	1	-4	7
COc1cc2nc(Nc3cccc(F)c3)nc(N)c2cc1OC	-5	-1	-7	-2.7	14	10	0	20	-2
C=CCN1C(=O)C2(NC(=O)c3ccccc3N2)c2ccccc21 (configuration not stated)	1	0	0	-1.1	6	0	26	-3	-3
CCSc1nnc(NC(=O)C(CC)(C(F)(F)F)C(F)(F)F)s1	8	3	-12	31	-1	12	56*	15	8
CCOC(=O)CCNC(=O)N1CCC(CCC(=O)NCc2ccc(F)cc2)CC1	-6	5	-2	-0.2	0	0	23	-6	0
COc1ccc(/C=N/NC(=O)COc2cccc3cccnc23)cc1OC	-2	-3	-3	-0.7	-1	6	6	5	1
COc1cccc2cccc(/C=N/n3cnnc3)c12	2	-3	0	-1.0	0	0	-5	2	0
Brc1ccc(-c2nnc(-c3cccc(Br)c3)o2)cc1	8	-3	-1	6.2	5	0	1	12	-3
Fc1ccc2nc(N3CCCCC3)sc2c1	-7	-4	2	-1.2	3	0	-8	-7	-5
CCCc1cc(C(=O)Nc2cnn(Cc3ccc(F)cc3)c2)no1	9	-1	-4	-0.2	2	0	4	0	-7
